POLH inh: qHTS for Inhibitors of Polymerase Eta. DNA polymerase eta (Homo sapiens), Q9Y253. recombinant Pol eta, fluorescent DNA replication assay. Potency, µM (series often up to 114 µM), for inactives: at the top dose activity change, negative = inhibition, most hits filed as inhibitors. 390,000 compounds, 1.2% hits. AID 588591, 2011; also: % is scaled to controls: 0 for no effect and ±100 for the full control effect
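Pol eta at 10 nM preincubated with compounds 15 min at room temperature; reaction started with fluorescent substrate (50 nM final) and read kinetically at 0 and 10 min.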
Pol iota inh: qHTS for Inhibitors of Polymerase Iota | AID 588590, 2011 | Potency, µM (doses to about 115 µM), inactives show top-dose activity, negative = inhibition, hits mostly inhibitors | Pol iota fluorescent replication assay, 10 min | 390,000 compounds, 1% hits
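Pol iota at 10 nM preincubated 15 min with compounds at room temperature; reaction started with fluorescent substrate, 50 nM final. Fluorescence read kinetically at 0 and 10 min; buffer-only wells as negative control.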
Pol beta inh: qHTS Assay for Inhibitors of DNA Polymerase Beta. 340,000 compounds, 1.3% hits. Pol beta primer extension/strand displacement, fluorescence kinetic. Potency, µM (highest dose often 114 µM), inactives show top-dose activity change, negative = inhibition, actives largely listed as inhibitors. AID 485314, 2010. P06746; also: % is scaled to controls: 0 for no effect and ±100 for the full control effect
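Preincubation: enzyme (10 nM) with compound, 15 min, RT. Reaction: substrate added to 50 nM final. Reads: 0 and 10 min. Analysis: normalized, Hill fit.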
Apoferritin bind: qHTS Assay for Identification of Novel General Anesthetics | 350,000 compounds, 0.074% hits | apoferritin/1-aminoanthracene competitive binding, fluorescence | Potency, µM (doses to about 77.5 µM), without a hit: top-dose activity change, negative = displacement, usual class: inhibitors | Ferritin light chain (Equus caballus), P02791; also: % is scaled to controls: 0 for no effect and ±100 for the full control effect; nearly all actives have a fitted effect of over 20% in size
Target sequence (P02791 2-175 limits assumed): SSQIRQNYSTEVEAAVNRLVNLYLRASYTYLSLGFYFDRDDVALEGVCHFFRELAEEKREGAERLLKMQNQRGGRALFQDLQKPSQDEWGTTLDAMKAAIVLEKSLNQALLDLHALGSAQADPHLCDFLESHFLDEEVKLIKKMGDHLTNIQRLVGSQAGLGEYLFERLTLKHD
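Steps: apoferritin (10 uM) was premixed with half-saturated 1-AMA in PBS, compounds were pin-transferred, plates stood 10 min at room temperature, fluorescence was read at 380/535 nm, and curves were fitted with a Hill equation.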
BAZ2B inh: qHTS Assay for Inhibitors of BAZ2B. Bromodomain adjacent to zinc finger domain protein 2B (Homo sapiens), Q9UIF8. AlphaScreen BAZ2B-H3K14Ac peptide displacement. Potency, µM (series often up to 114 µM), for the others: at the highest dose activity change, negative = inhibition, most hits filed as inhibitors. 360,000 compounds, 4.4% hits. AID 504333, 2011; also: % is scaled to controls: 0 for no effect and ±100 for the full control effect; nearly all actives have a fitted effect of over 60% in size
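BAZ2B 50 nM plus b-H3(5-23)K14Ac 50 nM, PBS pH 7.4/0.01% Tween-20, 30 min RT; compound added (max 110 uM), 30 min RT; streptavidin donor/Ni-chelate acceptor beads 10 ug/mL final, 20 min dark; AlphaScreen read.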
G9a inh: qHTS Assay for Inhibitors of Histone Lysine Methyltransferase G9a | 350,000 compounds, 8.8% hits | Potency, µM (doses to about 102 µM), for inactives: at the highest dose activity, negative = inhibition, usual class: inhibitors | G9a H3K9 monomethylation, AlphaScreen, 2 h; also: % is scaled to controls: 0 for no effect and ±100 for the full control effect; nearly all actives have a fitted effect of over 75% in size
Target sequence (Q96KQ7 913-1193 limits assumed): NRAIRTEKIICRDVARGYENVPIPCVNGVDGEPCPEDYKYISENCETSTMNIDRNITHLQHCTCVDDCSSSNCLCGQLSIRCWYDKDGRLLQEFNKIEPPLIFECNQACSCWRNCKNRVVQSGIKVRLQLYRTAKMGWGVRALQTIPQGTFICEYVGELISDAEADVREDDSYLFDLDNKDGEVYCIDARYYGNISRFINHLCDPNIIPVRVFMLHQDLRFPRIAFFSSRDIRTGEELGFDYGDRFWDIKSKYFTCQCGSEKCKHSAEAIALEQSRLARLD
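G9a (20 nM) was preincubated 15 min with compound, then reacted 2 h at room temperature with 500 nM biotin-H3K9 peptide and 20 µM SAM. Monomethyl-H3K9 detected by AlphaScreen using anti-H3K9me1 antibody.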
BLM inh: qHTS Assay for Inhibitors of Bloom's syndrome helicase (BLM). recombinant BLM DNA unwinding, fluorescence dequenching. Potency, µM (series often up to 56.1 µM), inactives show at the highest dose activity change, negative = inhibition, usual class: inhibitors. 350,000 compounds, 0.2% hits;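 also: plate controls were vehicle for no effect and no enzyme for full effect; nearly all actives have a fitted effect of over 35% in size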
Pol kappa inh: qHTS for Inhibitors of Polymerase Kappa. AID 588579, 2011. 400,000 compounds, 0.53% hits. Potency, µM (doses to about 107 µM), for inactives: at the highest dose activity, negative = inhibition, usual class: inhibitors. DNA polymerase kappa (Homo sapiens), Q9UBT6. purified Pol kappa, fluorescent DNA synthesis assay, 10 min; also: % is scaled to controls: 0 for no effect and ±100 for the full control effect
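Inhibition of 10 nM Pol kappa is measured by a fluorescent read-out at 0 and 10 min following addition of 50 nM substrate (final), with a 15-min room-temperature compound preincubation.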
APE1 inh: qHTS Assay for Inhibitors of the Human Apurinic/apyrimidinic Endonuclease 1 (APE1); DNA repair nuclease/redox regulator APEX1 (Homo sapiens), P27695; recombinant APE1, TAMRA/BHQ-2 abasic DNA cleavage fluorescence; Potency, µM (titrated, usually from 65.8 µM), for the others: at the highest dose activity change, negative = inhibition, actives largely listed as inhibitors; 350,000 compounds, 0.35% hits;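 also: plate controls were vehicle for no effect and reference inhibitor for full effect; nearly all actives have a fitted effect of over 55% in size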
Target sequence (P27695 whole entry, looked up): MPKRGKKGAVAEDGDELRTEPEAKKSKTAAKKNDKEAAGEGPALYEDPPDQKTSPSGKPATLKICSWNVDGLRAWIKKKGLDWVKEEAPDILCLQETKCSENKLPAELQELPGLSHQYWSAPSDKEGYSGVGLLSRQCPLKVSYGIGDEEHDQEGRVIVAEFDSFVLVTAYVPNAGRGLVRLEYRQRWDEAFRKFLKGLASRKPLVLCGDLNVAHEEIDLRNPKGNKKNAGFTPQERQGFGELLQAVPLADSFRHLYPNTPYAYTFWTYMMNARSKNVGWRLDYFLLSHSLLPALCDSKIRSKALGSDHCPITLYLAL
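Step 1: APE1 (0.75 nM) with compound, 15 min RT. Step 2: add 50 nM fluorophore/quencher THF duplex. Step 3: three fluorescence reads 60 s apart (525/598 nm); read 3 minus read 1 = reaction progress.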
* marks the source's active call; other numbers are inactive results; ? = inconclusive; . = no result given; & = joins results of further samples; [ ] = dose if it differs, or a comment. Calls follow the shape of the dose curve; as a rule, active = well fitted curve in the direction sought with a large enough effect; inconclusive = small, poorly fitted or top-dose-only effect, or another doubt; inactive = no such curve, though single readings can be large; an effect the other way counts as inactive or inconclusive. Potency is read from the fitted curve at half-maximal effect. Some of the compounds tested; count on the stated rates, not on these rows.

SMILES | POLH inh | Pol iota inh | Pol beta inh | Apoferritin bind | BAZ2B inh | G9a inh | BLM inh | Pol kappa inh | APE1 inh
Cc1c(N=Nc2c(-c3ccc([N+](=O)[O-])cc3)[nH]n(C(N)=S)c2=O)cccc1[N+](=O)[O-] | 50µM* | ? | -21% | -10% | ? | 50µM* | -10% | ? | -8%
Nc1ccccc1Nc1c(F)c(F)nc(F)c1Cl | -18% | 16% | 11% | 4% | ? | 13µM* | -3% | 6% | 42%
O=C(COc1cc2oc(=O)c3c(c2cc1Cl)CCC3)NCC(O)c1ccccc1 (centres undefined) | -3% | 34%[activator] | 12% | ? | -17% | 48% | 3% | -3% | 71%[activator]
Clc1ccccc1-c1cc(NCCN2CCOCC2)ncn1 | . | . | . | . | . | -3%[0.501 µM] | -1% | 3%[60.1 µM] | 1%
COc1ccc(CCNC(=O)c2nnn(-c3ccccc3OC)c2N)cc1OC | -12% | 14% | 3% | -12% | -5% | 25% | -3% | -6% | -6%
Cc1cc(C)c2nc(C(F)(F)F)nc(N3CCN(C(=O)c4ccco4)CC3)c2c1 | -12% | 7% | 3% | ? | -5% | 3%[59 µM] | -1% | -3% | -2%
Cc1ccccc1Cn1cc(NC(=O)c2cc(C3CC3)on2)cn1 | -6% | ? | -2% | ? | ? | 40µM* | 9% | -8% | 1%
COc1ccc(CNC(=O)CN2CCN(c3cccc(C)c3C)CC2)cc1 | -18% | 34% | 2% | 3% | -1% | 44% | -7% | -6% | -7%
CCC[N+](CC#Cc1ccccc1)(CCC)CC(=O)c1ccc(Cl)cc1 | -5% | 12% | 8% | -1% | -32% | ? | -10% | -9% | 12%
O=C(NCCN1CCCCC1)Nc1ccc([N+](=O)[O-])cc1 | 7% | 58%[activator] | -1% | -17% | -9% | 79µM* | -2% | -12% | 17%
CC(C)n1cnc2cc(NC(=O)c3ccco3)ccc21 | -5% | 15% | 7% | 7% | 6% | -35% | 1% | -20% | 6%
O=S(=O)(c1ccc(Br)s1)N1CCN(c2ccnc3cc(Cl)ccc23)CC1 | -22% | 36%[activator] | 60% | -19% | -29% | . | -5% | -10% | 13%
Cc1ccc(-n2c(N)c(C(N)=O)sc2=S)c(C)c1 | -1% | 26% | 9% | -18% | ? | 8.9µM* | 2% | -9% | -9%
O=C(CN1C(=O)NC2(CCCC2)C1=O)NCc1ccc(Cl)cc1 | -7% | -6% | . | . | . | . | . | -7% | -1%
CC(C)COC(=O)c1ccc(N2C(=O)c3ccccc3C2=O)cc1 | -5% | 17% | -3% | -12% | -2% | -2%[59 µM] | -6% | -3% | 6%
CCNC(=S)N(CCc1c(C)[nH]c2ccc(C)cc12)Cc1ccco1 | -17% | ? | -29% | -16% | ? | 50µM* | -8% | -10% | ?
O=C(CN1CCN(C(=O)c2ccccc2)CC1)NC(=O)NCCC1=CCCCC1 | -21% | -6% | . | . | . | . | . | -2% | 0%
CC(C(=O)NCc1ccc(Cl)cc1)n1ccc2cc(S(=O)(=O)N3CCCC3)ccc21 (centres undefined) | -18% | 9% | 36% | 38%[activator] | -14% | -9%[59 µM] | -5% | -4% | .
CN(C(=O)CCS(=O)(=O)c1ccc2c(c1)oc(=O)n2C)C1CCCCC1 | -4% | -4% | 15% | -4% | -9% | . | 0% | -7% | -6%
Cc1ccc(S(=O)(=O)N2CCC(=O)N(C(COCc3cccc(C)c3)Cc3ccccc3)CC2)cc1 (centres undefined) | -11% | 43%[activator] | 3% | 135%[activator] | -36% | ? | -5% | 7% | 2%

Reprinted at random: 4 entries already listed
SMILES | POLH inh | Pol iota inh | Pol beta inh | Apoferritin bind | BAZ2B inh | G9a inh | BLM inh | Pol kappa inh | APE1 inh
CCNC(=S)N(CCc1c(C)[nH]c2ccc(C)cc12)Cc1ccco1 | -17% | ? | -29% | -16% | ? | 50µM* | -8% | -10% | ?
CC(C)COC(=O)c1ccc(N2C(=O)c3ccccc3C2=O)cc1 | -5% | 17% | -3% | -12% | -2% | -2%[59 µM] | -6% | -3% | 6%
O=S(=O)(c1ccc(Br)s1)N1CCN(c2ccnc3cc(Cl)ccc23)CC1 | -22% | 36%[activator] | 60% | -19% | -29% | . | -5% | -10% | 13%
O=C(CN1C(=O)NC2(CCCC2)C1=O)NCc1ccc(Cl)cc1 | -7% | -6% | . | . | . | . | . | -7% | -1%

Next part.
SMILES | POLH inh | Pol iota inh | Pol beta inh | Apoferritin bind | BAZ2B inh | G9a inh | BLM inh | Pol kappa inh | APE1 inh
O=C(NCN1CCN(CCO)CC1)c1cnccn1 | 1% | -5% | 7% | -9% | 6% | -2%[59 µM] | -13% | 5% | 4%
Cc1ccc(NC(=O)CN2C(=O)C(=O)N(C3CCCC3)C2=O)c(Cl)c1 | -16% | -21% | . | . | 1% | 3%[12.7 µM] | . | 11% | 41%
CCOC(=O)c1ccc(NC(=O)CC2Sc3ncnn3C2=O)cc1 (centres undefined) | 5% | 7% | -18% | -12% | -12% | 2.2µM* | -9% | -12% | -4%
N#Cc1ccccc1NS(=O)(=O)c1cc2c3c(c1)CCC(=O)N3CCC2 | -9% | -12% | . | . | -32% | ? | . | -6% | 45%
O=C(COc1ccccc1)Nc1ccc(Cl)c(-c2nc3ncccc3o2)c1 | 6% | 8% | -25% | 3% | 6% | 0%[59 µM] | -5% | 2% | 2%
O=C(CCCN1C(=O)/C(=C/c2ccccc2Cl)SC1=S)NNC(=O)c1ccccc1 | -16% | -10% | 0% | -8% | -5% | 34%[59 µM] | 2% | -12% | 6%
CN(C)C(=O)N1CCN(C(=O)N2CCOCC2)CC1 | 2% | 24% | 24% | 1% | -3% | -4%[59 µM] | 7% | -5% | 9%
O=C(Cc1nc2ccccc2[nH]1)NCc1ccco1 | -16% | 0% | 0% | -12% | 6% | 22%[59 µM] | -3% | 1% | 0%
CC(=O)N1CCCc2cc(S(=O)(=O)N3CCCC(C(=O)Nc4cccc(F)c4)C3)ccc21 (centres undefined) | -16%&-5% | -18%&1% | ? | -2%&-15% | -4%[57.1 µM] | -15% | -3%&-3% | 9% | 18%
COC(=O)C1CCN(C(=O)COc2cc3sc(C)nc3c3sccc23)CC1 | -2% | 1% | 0% | -21% | -30% | -21%[12.7 µM] | 1% | -4% | -3%
CC(=O)Nc1ccc2nc3c(=O)[nH]c(=O)[nH]c3nc2c1 | . | 8.9µM* | 28µM* | 363%[activator] | ? | ? | 11µM* | 28µM* | .
CC(=O)c1c(Cl)nc2ccc(Br)cc2c1-c1ccccc1 | 0% | -12% | 9% | -8% | 1% | 12%[0.501 µM] | -1% | -9% | -14%
COc1ccc(Cl)cc1N1C(=O)CC(N2CCc3ccccc32)C1=O (centres undefined) | -10% | 29% | 3% | -23% | ? | ? | -2% | -18% | -3%
C=C1CCN([C@@H](C)C(=O)OCc2ccc(C)cc2)S(=O)(=O)c2ccccc21 | -9% | -19% | -13% | 34%[activator] | 23% | 52%[activator][12.7 µM] | -5% | -16% | 1%
COc1ccc(C(=O)Nc2ccccc2C(=O)NCc2ccco2)cc1 | -3% | 0% | -2% | -7% | 8% | 20% | -5% | -12% | -7%
COC(=O)C1C/C(=N\NS(=O)(=O)c2ccc(C)cc2)c2ccsc2C1 (centres undefined) | -19% | 43%[activator] | 10% | -4% | 5% | 3%[59 µM] | -1% | -1% | -4%
CCOCC(=O)Nc1cccc(SC)c1 | -7% | 47%[activator] | 4% | -9% | 2% | 16% | -1% | -5% | 3%
CCOc1cccc(C(=O)Nc2ccc(-c3nc4ncccc4o3)cc2C)c1 | -12% | 9% | -3% | -18% | 6% | 6%[59 µM] | -10% | -7%[60.1 µM] | .
CCOc1ccc(NC(=O)c2c(NC(=O)CNCCN3CCOCC3)sc3c2CCC3)cc1 | -29% | ? | -18% | ? | 45µM* | 40µM* | 2% | -1% | 42%
CCOc1ccc(C(=O)Nc2ccc(N3CCN(S(C)(=O)=O)CC3)cc2)cc1[N+](=O)[O-] | -6% | 10% | 0% | -8% | -13% | 24% | 1% | 2% | -5%
O=C(c1ccncc1)N1CCN(C(=O)c2ccco2)CC1 | -2% | 9% | -11% | 3% | 7% | -28%[12.7 µM] | -1% | -17% | 1%
Cc1ccc(C2CC(=O)C(C=NCCN3CCN(C(=S)Nc4ccccc4)CC3)=C(O)C2)cc1 (centres undefined) | -22% | 76%[activator] | -8% | ? | ? | 5%[59 µM] | -6% | -7% | 2%
Cc1ccc(S(=O)(=O)NC(=O)NCc2ccc(Cl)cc2)cc1 | 7% | -2% | 30% | -14% | 7% | 5% | 1% | -2% | 21%
C=CCn1c(=O)c2c(nc3n2CCCN3CCc2ccc(OC)c(OC)c2)n(C)c1=O | -14% | 24% | ? | -4% | 1% | -2% | 0% | -10% | 33%
COC(=O)c1cc2c(cc1NC(=O)CSCCc1ccccn1)OCO2 | -5% | -7% | -12% | -4% | 1% | -24%[59 µM] | -8% | -9% | 3%
Nc1nc2ccc(C(=O)Nc3ccccc3)cc2s1 | -4% | ? | -11% | -8% | -19% | ? | 0% | -7% | 2%
CCc1nnc(NC(=O)CSc2nnc(-c3ccoc3C)n2-c2cccc(C)c2)s1 | 8% | 4% | 26% | ? | ? | ? | 0% | -19% | -2%
Cc1ccc(C)c(NC(=O)CN(C)C(=O)c2nn(C)c(=O)c3ccccc23)c1 | -13% | 64%[activator] | 9% | 0% | -5% | 7% | 1% | 6% | -2%
CCCn1c(N)c(C(=O)CSc2nnc3ccccn23)c(=O)n(C)c1=O | -12% | -16% | . | . | 3% | ? | . | -1% | 24%
CCCC(c1nnnn1C1CCCC1)N1CCN(C(=O)c2ccco2)CC1 (centres undefined) | -12% | 4% | 22% | -11% | ? | ? | -3% | -14% | -4%
CCOC(=O)C1CCN(c2ncnc3c2cnn3-c2ccccc2)CC1 | -20% | -4%[58.9 µM] | -27% | -3% | 10% | -5%[59 µM] | -4% | 2% | -2%
